Bioassay records deposited in PubChem BioAssay by Broad Institute.
STK33 inh – human STK33 kinase inhibition; Q9BYT3; inhibition, % at 12.5 µM; 0.44% of 27,000 active; ADP-Glo luminescence, MBP substrate; in the data active = inhibition above about 20%; inconclusive = no clear call, values can overlap the other calls
Target sequence (Q9BYT3 whole entry, looked up): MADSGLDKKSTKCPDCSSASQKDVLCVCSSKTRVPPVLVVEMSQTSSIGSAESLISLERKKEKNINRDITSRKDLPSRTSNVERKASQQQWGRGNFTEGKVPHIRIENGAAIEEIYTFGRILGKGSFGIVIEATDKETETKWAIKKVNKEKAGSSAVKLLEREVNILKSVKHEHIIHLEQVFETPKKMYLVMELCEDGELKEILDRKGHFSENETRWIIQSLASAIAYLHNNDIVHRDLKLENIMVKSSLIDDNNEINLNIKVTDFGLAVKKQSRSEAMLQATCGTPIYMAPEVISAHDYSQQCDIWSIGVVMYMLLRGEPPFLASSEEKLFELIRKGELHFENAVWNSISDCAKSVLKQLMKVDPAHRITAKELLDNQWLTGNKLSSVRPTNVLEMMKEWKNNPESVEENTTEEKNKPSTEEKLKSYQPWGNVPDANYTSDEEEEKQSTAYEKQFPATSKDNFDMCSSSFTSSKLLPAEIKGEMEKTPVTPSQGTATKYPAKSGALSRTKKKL
mut p53 react – re-activators of the mutant p53 pathway; SW480 PUMA-promoter luciferase, p53 mutant reactivation; 1.5% of 28,000 active; activation, % at 9.98 µM; AID 624151; in the data active = activation above about 52%; inconclusive = no clear call, values can overlap the other calls
* marks the source's active call; other numbers are inactive results; ? = inconclusive; / = no result given. Some of the compounds tested, so the mix of outcomes need not match the whole.

Values in the order – STK33 inh	mut p53 react
> O=C(O)CCc1nn2cnc3sc4c(c3c2nc1=O)CCCC4
 : -2	-2
> Cc1cc(NC(=O)C2CC(c3c(F)cccc3Cl)=NO2)n(-c2ccccc2)n1 (stereo not drawn)
 : 0	-9
> C[C@H](CO)N1C[C@H](C)[C@H](CN(C)Cc2ccc3c(c2)OCO3)Oc2ncc(C#Cc3ccccc3)cc2C1=O
 : /	-9
> CS(=O)(=O)N(CC(=O)Nc1ccc(Cl)cc1)c1ccc(F)c(Cl)c1
 : 8	3
> C[C@@H]1CCCCO[C@H](CN(C)C(=O)Nc2ccc(C(F)(F)F)cc2)[C@@H](C)CN([C@H](C)CO)C(=O)c2cc(NC(=O)Nc3ccc(C(F)(F)F)cc3)ccc2O1
 : -4	/
> C[C@@H]1CN([C@H](C)CO)C(=O)CCCn2nncc2CO[C@@H]1CN(C)C(=O)Nc1ccccc1F
 : 7	-1
> N#C/C(=C/c1ccc(O)c(O)c1)C(=O)Nc1ccccc1
 : /	?
> O=C(CSc1nc2ccccc2c(=O)[nH]1)Nc1ccc(Br)c(Cl)c1
 : 3	-7
> Cc1ccc(C(=O)CSc2ncnc3sc4c(c23)CCC4)cc1C
 : -2	2
> C[C@@H]1CCCCO[C@@H](CN(C)C(=O)Cc2ccccc2)[C@@H](C)CN([C@H](C)CO)C(=O)c2cc(NC(=O)NC3CCCCC3)ccc2O1
 : 1	1
> Cc1noc(C)c1S(=O)(=O)N(C)C[C@@H]1Oc2ccc(NC(=O)Nc3ccccc3)cc2CC(=O)N([C@@H](C)CO)C[C@@H]1C
 : -2	3
> CCc1ccccc1NC(=O)CSc1nc2ccccc2c(=O)n1-c1ccccc1Cl
 : -1	2
> COC(=O)C(CC#Cc1ccc2c(c1)[C@]1(C(=O)N2)[C@H](C(N)=O)[C@H]2C(=O)O[C@H](c3ccccc3)[C@H](c3ccccc3)N2[C@@H]1c1ccc(O)cc1)C(=O)OC
 : 7	/
> COc1ccc(NC(=O)N(C)C[C@H]2Oc3ccc(NC(=O)Cn4cnnn4)cc3C(=O)N([C@@H](C)CO)C[C@@H]2C)cc1
 : 1	/
> C[C@@H]1CCCCO[C@@H](CN(C)C(=O)c2ccccc2)[C@H](C)CN([C@@H](C)CO)C(=O)c2cc(NS(=O)(=O)c3cn(C)cn3)ccc2O1
 : /	-4
> C[C@H]1CCCCO[C@@H](CN(C)Cc2ccncc2)[C@@H](C)CN([C@@H](C)CO)C(=O)c2cc(NC(=O)Nc3cccc4ccccc34)ccc2O1
 : /	-12
> C[C@@H]1CCCCO[C@H](CN(C)C(=O)c2ccccc2)[C@@H](C)CN([C@H](C)CO)C(=O)c2cc(N(C)C)ccc2O1
 : 0	/
> CC(Sc1nc2ccccc2[nH]1)C(=O)Nc1cccc(Cl)c1 (stereo not drawn)
 : -1	16
> COc1ccc(NC(=O)CN2c3cccc4cccc(c34)S2(=O)=O)c(OC)c1
 : -1	-5
> C[C@@H]1CCCCO[C@@H](CN(C)Cc2ccccc2)[C@@H](C)CN([C@@H](C)CO)C(=O)c2cc(NS(=O)(=O)c3ccccc3)ccc2O1
 : /	-7

Values in the order – STK33 inh	mut p53 react
> COc1ccc(S(=O)(=O)N(C)C[C@@H]2Oc3cc(C4=CCCC4)ccc3S(=O)(=O)N([C@@H](C)CO)C[C@@H]2C)cc1
 : /	-19
> C[C@@H]1CN([C@H](C)CO)C(=O)c2cc(NC(=O)Nc3ccc(F)cc3)ccc2O[C@H]1CN(C)C(=O)NC1CCCCC1
 : /	0
> O=C(CCc1ccccc1)CC(CCc1ccccc1)OC1OC(COC2OC(CO)C(O)C(O)C2O)C(O)C(O)C1O (stereo not drawn)
 : -1	9
> COc1ccc(C)cc1S(=O)(=O)N(C)CC(=O)NC1CC1
 : 5	4
> CC(C)NC(=O)N(C)C[C@H]1Oc2cc(C3=CCCC3)ccc2S(=O)(=O)N([C@H](C)CO)C[C@H]1C
 : /	10
> COC(=O)c1c(NC(=O)c2cc3ccccc3oc2=O)sc2c1C(C(=O)OC)CC2 (stereo not drawn)
 : 2	6
> O=C(Nc1ccccc1C(=O)O)c1cc(S(=O)(=O)Nc2cccc(F)c2)ccc1Cl
 : -6	-5
> COc1cc(C2c3c(cc(OC)c(O)c3OC)CC(CO[C@@H]3O[C@H](CO)[C@@H](O)[C@H](O)[C@H]3O)C2CO)cc(OC)c1O (stereo partly drawn)
 : -6	/
> CC1=CC(C/C(C)=C/COc2ccc3ccc(=O)oc3c2)OC1=O (stereo not drawn)
 : -2	14
> O=C(COc1ccc(Br)cc1)NCCN1CCOCC1
 : -2	-14
> Cc1noc(C)c1S(=O)(=O)Nc1cccc2c1O[C@@H](CN(C)Cc1ccncc1)[C@@H](C)CN([C@H](C)CO)C2=O
 : /	13
> C[C@@H]1CN([C@H](C)CO)C(=O)CCCn2cc(nn2)CO[C@@H]1CN(C)Cc1cccc(C(F)(F)F)c1
 : 4	/
> OC(Cc1cccnc1)(c1ccccc1)c1ccccc1
 : 0	/
> C[C@@H]1CN([C@H](C)CO)C(=O)c2cccc(NS(=O)(=O)c3ccc(Cl)cc3)c2O[C@@H]1CN(C)C(=O)Nc1cccc2ccccc12
 : /	-25
> Cc1ccc(S(=O)(=O)N(C)C[C@@H]2Oc3ccc(NC(=O)Nc4ccc(F)cc4)cc3CC(=O)N([C@H](C)CO)C[C@H]2C)cc1
 : -4	/
> C[C@@H]1CN([C@H](C)CO)C(=O)c2cc(-c3cccnc3)cnc2O[C@@H]1CN(C)C(=O)c1ccccc1F
 : /	14
> O=S(=O)(c1ccc(Br)cc1)c1nc(-c2ccc(F)cc2)oc1NCc1cccnc1
 : 1	-4
> COC(=O)c1cccc(NC(=O)CN(c2ccc(Cl)c(C(F)(F)F)c2)S(C)(=O)=O)c1C
 : -5	0
> C[C@@H]1CN([C@H](C)CO)S(=O)(=O)c2ccc(C#CC3CC3)cc2O[C@H]1CN(C)C(=O)c1cccc(F)c1
 : /	-2
> Cc1ccc(NC(=O)CSc2nnc(-c3ccco3)n2C)c(Br)c1
 : -2	15

Fetched by compound from the entries so far, four records:
Values in the order – STK33 inh	mut p53 react
> COc1cc(C2c3c(cc(OC)c(O)c3OC)CC(CO[C@@H]3O[C@H](CO)[C@@H](O)[C@H](O)[C@H]3O)C2CO)cc(OC)c1O (stereo partly drawn)
 : -6	/
> Cc1ccc(S(=O)(=O)N(C)C[C@@H]2Oc3ccc(NC(=O)Nc4ccc(F)cc4)cc3CC(=O)N([C@H](C)CO)C[C@H]2C)cc1
 : -4	/
> COc1ccc(S(=O)(=O)N(C)C[C@@H]2Oc3cc(C4=CCCC4)ccc3S(=O)(=O)N([C@@H](C)CO)C[C@@H]2C)cc1
 : /	-19
> O=S(=O)(c1ccc(Br)cc1)c1nc(-c2ccc(F)cc2)oc1NCc1cccnc1
 : 1	-4

Further records
SMILES | STK33 inh | mut p53 react
C[C@@H]1CN([C@H](C)CO)C(=O)CCCn2cc(nn2)CO[C@H]1CN(C)C(=O)c1ccc2ccn(C)c2c1 | 1 | -1
O=C1/C(=C/c2ccc3ccccc3c2)COc2ccccc21 | 6 | /
Cc1noc(C)c1S(=O)(=O)Nc1ccc2c(c1)CC(=O)N([C@H](C)CO)C[C@@H](C)[C@@H](CN(C)C(=O)Nc1ccc(C(F)(F)F)cc1)O2 | / | -9
Cc1nc(C)c(C(=O)C2C(=O)C(=O)N(CCN3CCOCC3)C2c2cccs2)s1 (stereo not drawn) | -1 | 2
C[C@H]1CN([C@@H](C)CO)C(=O)c2cccc(NS(C)(=O)=O)c2O[C@H]1CN(C)CC1CC1 | / | 0
C[C@@H]1CCCCO[C@H](CN(C)S(=O)(=O)c2ccccc2)[C@@H](C)CN([C@@H](C)CO)C(=O)c2cc(NC(=O)c3ccncc3)ccc2O1 | / | 15
COc1ccc(-c2cc(C)nc(SCC(=O)c3cccc([N+](=O)[O-])c3)n2)cc1 | -5 | 6
CSC1=N/C(=C\c2ccc(Cl)cc2)C(=O)N1CCOc1ccc(Cl)cc1 | 1 | /
Brc1cc(Br)c2ncc(-c3ccc4ccccc4n3)cc2c1 | / | 47
O=C(O)c1cc(O)c2c(c1)C(=O)c1cc(O)cc(O)c1C2=O | 4 | /
C[C@@H]1CN([C@@H](C)CO)C(=O)c2cc(NC(=O)Nc3ccc(C(F)(F)F)cc3)ccc2O[C@@H]1CN(C)Cc1ccc(Oc2ccccc2)cc1 | 6 | /
COc1ccc(CN(C)C[C@@H]2Oc3ccc(NC(=O)Nc4ccc(C(F)(F)F)cc4)cc3CC(=O)N([C@@H](C)CO)C[C@@H]2C)cc1 | -2 | -7
Cc1ccc(S(=O)(=O)Nc2ccc3c(c2)CC(=O)N([C@@H](C)CO)C[C@H](C)[C@H](CN(C)C(=O)Nc2ccc(C(F)(F)F)cc2)O3)cc1 | 2 | /
COc1ccc(NC(=O)Nc2ccc3c(c2)CC(=O)N([C@H](C)CO)C[C@@H](C)[C@@H](CN(C)Cc2ccc(Cl)c(Cl)c2)O3)cc1 | 1 | /
Cc1ccn2c(-c3csc(NCc4ccco4)n3)c(C)nc2c1 | 2 | -15
COc1cc(Br)c(CN(CCc2ccc(O)cc2)C(=O)C(F)(F)F)cc1O | / | -58
CC1OC(OCC2(C)C=C3C4CCC5C6(C)CCC(O)C(C)(COC7OC(CO)C(O)C(O)C7O)C6CCC5(C)C4(C)CCC3(C(=O)O)CC2)C(O)C(O)C1O (stereo not drawn) | 1 | 2
CC(C)NC(=O)N(C)C[C@H]1Oc2ccc(NC(=O)c3ccncc3)cc2C(=O)N([C@@H](C)CO)C[C@@H]1C | 0 | /
COc1ccc(S(=O)(=O)Nc2ccc3c(c2)C(=O)N([C@@H](C)CO)C[C@@H](C)[C@H](CN(C)S(=O)(=O)c2ccc(C)cc2)O3)cc1 | 2 | /
COc1ccc2c(c1)O[C@@H]1COc3cc4c(cc3[C@]1(O)C2=O)OCO4 | -2 | 5

SMILES | STK33 inh | mut p53 react
COc1cc(NC(=O)COc2cccc(C)c2C)ccc1-c1cc2ccccc2oc1=O | 2 | -51
O=C(O)CSc1nnc(-c2ccncc2)n1-c1ccc(Cl)cc1 | 1 | 6
C[C@@H]1CN([C@@H](C)CO)C(=O)c2cc(C#CCN(C)C)cnc2O[C@H]1CN(C)Cc1ccc(C(=O)O)cc1 | / | 5
O=C(CC1c2ccccc2Oc2ccccc21)Nc1ccccc1C(=O)N1CCCCC1 | -5 | -9
C[C@@H]1CN([C@@H](C)CO)C(=O)c2cc(NS(=O)(=O)c3ccc(Cl)cc3)ccc2O[C@H]1CN(C)C(=O)Nc1cccc2ccccc12 | / | 13
C[C@H]1CN([C@@H](C)CO)C(=O)c2cc(-c3ccc(F)cc3)cnc2O[C@@H]1CN(C)Cc1ccc(C(=O)O)cc1 | / | 4
COc1ccc(CN(C)C[C@H]2Oc3ccc(NS(=O)(=O)c4ccccc4)cc3C(=O)N([C@H](C)CO)C[C@H]2C)cc1 | / | 8
Cc1ccc(NC(=O)C(=O)NCCc2c[nH]c3ccccc23)cc1Cl | 5 | 16
C[C@H](CO)N1C[C@H](C)[C@H](CN(C)S(=O)(=O)c2ccccc2)OCCCC[C@H](C)Oc2ccc(NC(=O)Cc3ccccc3)cc2C1=O | / | -25
c1ccc(CNc2ncnc3scc(C4COc5ccccc5O4)c23)cc1 (stereo not drawn) | 1 | -6
C[C@@H]1CN([C@H](C)CO)C(=O)c2cc(NS(=O)(=O)c3ccccc3)ccc2O[C@H]1CN(C)Cc1ccc(C(F)(F)F)cc1 | -6 | /
Cc1sc(NC(=O)COc2ccccc2C(C)C)c(C(N)=O)c1C | -4 | 14
COc1ccc(NC(=O)CSc2nc(O)cc(=O)n2C)cc1 | -5 | -6
C[C@H](CO)N1C[C@H](C)[C@H](CN(C)Cc2ccc(C(F)(F)F)cc2)Oc2ccc(NS(C)(=O)=O)cc2CC1=O | -2 | 6
C[C@@H]1CN([C@H](C)CO)C(=O)Cc2cc(NC(=O)Nc3ccc(C(F)(F)F)cc3)ccc2O[C@H]1CN(C)Cc1ccc(Oc2ccccc2)cc1 | 2 | /
COc1cc(S(=O)(=O)NCc2ccco2)ccc1Br | 6 | 10
C[C@H]1CN([C@@H](C)CO)C(=O)Cc2cc(NC(=O)Nc3ccccc3)ccc2O[C@H]1CN(C)CC1CCCCC1 | -2 | /
CC(=O)N(C)C[C@H]1Oc2ncc(-c3cncnc3)cc2C(=O)N([C@@H](C)CO)C[C@H]1C | / | 6
C=C[C@@]1(C)CC(=O)[C@]2(O)[C@@]3(C)[C@@H](O)CCC(C)(C)[C@@H]3[C@H](O)[C@H](OC(C)=O)[C@@]2(C)O1 | / | -36
COC(=O)CNC(=O)c1cn(-c2ccccc2)nc1-c1cccs1 | -1 | 24

SMILES | STK33 inh | mut p53 react
O[C@]12CO[C@H](c3ccc4c(c3)OCO4)[C@H]1CO[C@@H]2c1ccc2c(c1)OCO2 | 1 | 9
C[C@@H]1CN([C@H](C)CO)C(=O)Cc2cc(NC(=O)CCC(F)(F)F)ccc2O[C@H]1CN(C)C(=O)Nc1ccc(C(F)(F)F)cc1 | -6 | /
C[C@H](CO)N1C[C@H](C)[C@@H](CN(C)C(=O)CCC(F)(F)F)OCc2cn(nn2)CCCC1=O | 1 | 4
CCOC(=O)c1ccccc1NC(=O)c1cc(Cl)ccc1NC(=O)c1ccc(OC)cc1 | 4 | -8
C[C@@H]1CC[C@]2(C(=O)O)CC[C@]3(C)C(=CCC4[C@@]5(C)CC[C@H](O)C(C)(C)C5CC[C@]43C)C2[C@H]1C (stereo partly drawn) | / | -3
CC(C)c1ccccc1OCC(=O)Nc1ccccc1C(N)=O | 2 | 8
CC(C)NC(=O)N(C)C[C@H]1Oc2ccc(NC(=O)Nc3ccccc3)cc2CC(=O)N([C@@H](C)CO)C[C@@H]1C | 4 | /
COc1cc2c(cc1NC(=O)COC(C)=O)oc1ccccc12 | 0 | 45
CC1(C)S[C@@H]2[C@H](NC(=O)[C@H](N)c3ccc(O)cc3)C(=O)N2[C@H]1C(=O)O | -3 | -2
COc1cc2ccc(=O)oc2c(O)c1O | 3 | /
COCC(C)NS(=O)(=O)c1ccc(NC(C)=O)cc1 (stereo not drawn) | 9 | -1
O=C(CSc1nccc(=O)[nH]1)Nc1cccc(I)c1 | 0 | -2
